Screens from PubChem BioAssay.
CYP2C9 act = activators of human CYP2C9 | recombinant CYP2C9, luciferin-H conversion, luminescence; active compounds read high; factor 1 = untreated enzyme, 0 = blocked | activation factor at 5 µM | 1.4% of 96,000 active;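 active = activation factor of 2 or more for CYP2C9 at a 5 µM dose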;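 also: 0 = sulfaphenazole-blocked wells and 1 = vehicle-only wells; values of inactives mirror those of a sister screen read the other way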
Target sequence (P11712 whole entry, looked up): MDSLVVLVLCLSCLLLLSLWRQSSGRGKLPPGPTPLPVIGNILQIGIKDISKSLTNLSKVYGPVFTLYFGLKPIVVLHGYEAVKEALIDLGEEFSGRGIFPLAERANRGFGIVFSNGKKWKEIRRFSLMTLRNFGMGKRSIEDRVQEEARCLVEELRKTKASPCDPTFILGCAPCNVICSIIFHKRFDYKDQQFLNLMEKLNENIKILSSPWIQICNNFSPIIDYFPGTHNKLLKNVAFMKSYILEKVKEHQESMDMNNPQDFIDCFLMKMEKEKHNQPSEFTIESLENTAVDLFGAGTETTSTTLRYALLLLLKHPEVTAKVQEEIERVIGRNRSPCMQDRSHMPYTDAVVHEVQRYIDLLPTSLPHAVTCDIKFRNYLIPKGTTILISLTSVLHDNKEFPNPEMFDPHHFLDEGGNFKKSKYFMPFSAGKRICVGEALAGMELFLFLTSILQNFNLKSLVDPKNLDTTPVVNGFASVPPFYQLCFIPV
Calb biofilm kill = kills Candida albicans biofilms. C. albicans biofilm + clotrimazole, Alamar Blue. inhibition, % at 6 µM. 0.14% of 85,000 active. AID 834;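 active = inhibition above 20%; inactive = inhibition below 20%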;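 also: preformed 24 hr biofilms exposed to compound for 48 hr; 0% = biofilm without compound and 100% = blank killed by clotrimazole plus chlorhexidine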
PTPN22 act = LYP (human) phosphatase activation | Q9Y2R2 | recombinant LYP, DiFMUP fluorescence; 0 = plate median, 100 = signal doubled | activation, % at 2 µM | 0.11% of 96,000 active | AID 697;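 active = activation at 2 µM above a set limit, the mean plus 5 SD, cut at about 37% in these data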
EphB4 antag = antagonists of human EphB4-ephrin-B2 interaction; EphB4 LBD / TNYL-RAW-Alexa532 peptide, fluorescence polarization; AID 720; 0.15% of 97,000 active; inhibition, % at 7 µM;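 active = inhibition above the screen-wide mean inhibition plus 3 SD, cut at about 15% in these data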;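 also: 0% = DMSO wells and 100% = excess unlabeled TNYL-RAW peptide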
CYP2C9 inh = blocks human cytochrome P450 2C9. 20% of 96,000 active. inhibition, % at 5 µM. P11712. CYP2C9 Supersomes, luciferin-H conversion, luminescence;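 active = blocking of liver enzyme CYP2C9 beyond about 50% at 5 µM, limit read from the data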; also: values of inactives mirror those of a sister screen read the other way
LYP inh 2 = inhibitors of human LYP (PTPN22) phosphatase; 0.21% of 96,000 active; AID 640; inhibition, % at 2 µM; Q9Y2R2; recombinant LYP catalytic domain, DiFMUP fluorescence;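 active = inhibition at 2 µM at or above a set limit, the screen mean plus 3 SD, cut at about 24% in these data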;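 also: 0% = DMSO with enzyme and 100% = enzyme fully blocked by orthovanadate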
PLK1 PBD inh = inhibitors of human Plk1 polo box domain binding; P53350; Plk1 PBD phosphopeptide binding, fluorescence polarization; inhibition, %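 (tested at about 20 µM)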; 0.13% of 97,000 active; AID 693; in the data active = inhibition above about 34%, passing the limit was not always enough
Target sequence (P53350 whole entry, looked up, the tested form may be a part): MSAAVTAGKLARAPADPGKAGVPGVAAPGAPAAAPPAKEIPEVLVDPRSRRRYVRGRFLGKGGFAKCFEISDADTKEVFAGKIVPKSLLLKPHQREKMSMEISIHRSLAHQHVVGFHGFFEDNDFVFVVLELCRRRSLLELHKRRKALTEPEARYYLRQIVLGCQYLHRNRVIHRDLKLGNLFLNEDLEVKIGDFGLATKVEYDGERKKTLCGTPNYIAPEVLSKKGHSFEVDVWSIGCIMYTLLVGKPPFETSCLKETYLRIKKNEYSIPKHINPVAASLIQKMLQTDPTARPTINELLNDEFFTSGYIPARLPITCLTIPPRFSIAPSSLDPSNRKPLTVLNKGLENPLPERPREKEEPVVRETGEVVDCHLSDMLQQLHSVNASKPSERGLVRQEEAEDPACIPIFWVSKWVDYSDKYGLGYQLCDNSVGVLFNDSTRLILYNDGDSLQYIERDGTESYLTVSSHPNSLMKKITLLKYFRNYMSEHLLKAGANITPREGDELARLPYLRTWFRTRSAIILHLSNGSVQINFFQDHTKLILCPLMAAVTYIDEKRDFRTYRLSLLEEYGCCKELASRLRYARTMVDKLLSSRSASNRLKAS
PLK1 inh = PLK1 (human) kinase inhibition; recombinant PLK1 kinase, TR-FRET peptide phosphorylation; 0.53% of 97,000 active; inhibition, % at 10 µM;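 active = inhibition of 50% or more in the single-concentration screen; inactive = inhibition below 50%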;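 also: 0% = DMSO max control and 100% = H-89 dihydrochloride min control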
Rev-RRE block = HIV Rev-RRE protein-RNA interaction inhibition. 0.79% of 97,000 active. inhibition, % at 8 µM. Rev peptide-RRE RNA binding, FRET. P05866;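 active = inhibition above the screen-wide mean plus 3 SD, cut at about 35% in these data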;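 also: 0% = median DMSO wells and 100% = median Neomycin B control wells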
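Test system: Cy5-tagged RRE RNA duplex with fluorescein-tagged Rev peptide; Probe or stimulus: labelled Rev peptide; Schedule: 5 min preincubation and 15 min binding, 25 °C; Signal: FRET fluorescence readout; Evaluation: % inhibition from 671/540 nm acceptor-to-donor ratio, scaled between controls; Control set: DMSO and neomycin B.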
* = called active by the depositor; nt = not tested or not shown.

SMILES	CYP2C9 act	Calb biofilm kill	PTPN22 act	EphB4 antag	CYP2C9 inh	LYP inh 2	PLK1 PBD inh	PLK1 inh	Rev-RRE block
O=C(c1ccc(Cl)c(Cl)c1)c1cc(-c2ccccn2)c(N2CCOCC2)s1	0.3	nt	-11.5	0.8	65.3*	13.1	5.5	-15.1	5.3
Cc1ccc(C(=O)Oc2ccccc2N2C(=O)C3CCC(C)CC3C2=O)cc1 (stereo not drawn)	0.4	nt	-13.4	7.6	58.1*	12.0	4.8	-8.8	2.1
CC(C)NC(=O)c1ccccc1NC(=O)Cc1ccc(Cl)cc1	0.8	nt	-0.9	-8.2	24.6	5.8	14.2	-4.0	-2.5
Clc1ccc(-c2cnc(Oc3ccccc3)nc2)cc1	0.8	nt	-1.3	-2.6	17.0	4.4	-0.1	-13.2	-2.1
CC(=O)NCc1ccc2[nH]c(C)cc2c1	0.7	12.2	-7.4	1.3	28.9	4.7	-17.1	-16.1	6.7
O=C(COc1ccccc1F)NC1CC1	1.2	4.2	4.6	2.5	-15.2	-5.7	3.3	-15.3	5.1
CCOC(=O)c1ccc(-n2ncc(C(=O)OCC)c2N)cc1	0.9	4.1	2.1	2.9	5.6	-3.3	-12.5	-13.1	0.8
CSc1sc(C(=O)O)c(C)c1C(C)=O	1.1	nt	-1.8	6.3	-7.4	2.4	-11.1	9.3	8.3
CCN1CCN(Cc2c(O)ccc3c(=O)c(-c4ccccc4OC)coc23)CC1	1.2	nt	5.0	-0.8	-17.5	-6.2	23.1	-9.3	-0.6
CCOC(=O)c1c(-c2cccs2)csc1NC(=O)CN(CC)CC	0.2	-0.8	0.7	6.2	75.4*	0.7	-19.2	-10.5	17.0
O=C(CCC(=O)OCC(=O)c1ccc(Br)cc1)Nc1cccc2cccnc12	1.3	nt	-0.3	8.1	-30.7	4.4	-39.4	-12.7	9.5
CCOC(=O)C1CCN(Cc2ccc(Cl)c(Cl)c2)CC1	0.5	1.2	-7.5	-5.0	50.9*	7.8	-22.2	-6.2	3.2
O=C1CCCc2nn(-c3ccccc3)c(-c3ccncc3)c21	0.8	8.2	2.2	-2.8	17.5	-5.0	10.9	-11.2	3.3
Cc1cc(=O)n(C)c(=O)n1CCCCCN1CCCC1	1.1	3.4	-0.8	-11.1	-14.0	-2.7	6.7	-8.7	5.7
O=c1c2ccccc2nc(-c2ccco2)n1-c1nc2ccccc2s1	0.7	4.3	-6.1	-8.0	31.1	5.9	10.1	-13.9	0.4
CC1CCN(S(=O)(=O)c2ccc3ccccc3c2)CC1	2.7*	4.1	-3.2	2.6	-166.6	5.1	11.0	-4.5	13.2
Cc1cccc(NC(=O)CSC(N)=O)c1C	0.9	nt	-9.9	-3.8	7.1	9.5	-16.9	-8.6	1.1
Cc1cccc(NC(=O)C2(c3ccccc3)CC2(Cl)Cl)c1 (stereo not drawn)	0.5	nt	7.7	2.9	52.3*	-5.1	12.6	-11.8	1.2
Cc1onc(-c2ccccc2)c1C(=O)N1CCOCC1	1	-6.7	-0.2	5.7	-1.3	-2.6	-13.4	-6.1	9.5
CCOC(=O)Nc1ccc2c(c1)N(C(=O)N(C)C)c1ccccc1CC2	0.1	0.5	4.1	-5.0	91.5*	-4.2	-6.7	-10.0	5.2
COc1ccc(N2C(=O)C3CCCN3C2c2ccccc2OC)cc1 (stereo not drawn)	1.1	-1.2	-3.8	5.0	-11.8	0.6	5.9	-17.9	7.2
O=C(CCc1nc(-c2ccccc2)no1)NCc1cccnc1	0.5	9.5	9.1	-1.5	50.9*	-8.7	-10.8	-11.5	1.0
Clc1ccc(C2C3=C(Nc4ncnn42)c2ccccc2CC3)cc1 (stereo not drawn)	0.3	-0.7	3.3	3.8	68.8*	0.1	15.1	-3.7	0.8
O=C(N1CCOCC1)N1CCN(S(=O)(=O)N2CCCCC2)CC1	0.9	4.1	-3.7	8.2	6.1	2.9	-12.8	-10.9	7.0
CN(C)CCOc1ncnc2c1oc1ccccc12	0.5	1.8	-6.5	1.1	45.8	7.1	13.4	-6.8	-3.0
Cc1ccccc1-n1nc(-c2ccc(N)cc2)cc1N	1	nt	-3.5	5.1	-4.5	2.5	-19.2	-4.0	7.7
O=S(=O)(Cc1ccccc1Cl)CC(O)COc1ccccc1Cl (stereo not drawn)	1.1	2.8	1.0	-4.5	-10.5	-0.2	-4.9	-1.1	12.1
Cc1cc(C(=O)CC#N)c(C)n1CC(F)(F)F	0.8	8.1	-5.4	-1.4	19.4	4.4	-35.8	-7.9	8.9
Nc1nnnn1/N=C/c1ccccc1OCc1ccccc1	1.1	-1.8	5.6	-5.3	-11.5	-7.5	15.2	-5.7	6.9
CC1(C)OC(=O)C2(Cc3ccccc3N3CCCCC32)C(=O)O1 (stereo not drawn)	0.9	7.0	7.2	1.2	12.7	-9.9	-1.8	-8.1	2.8

At a glance, part of the list above:
SMILES	CYP2C9 act	Calb biofilm kill	PTPN22 act	EphB4 antag	CYP2C9 inh	LYP inh 2	PLK1 PBD inh	PLK1 inh	Rev-RRE block
CC1CCN(S(=O)(=O)c2ccc3ccccc3c2)CC1	2.7*	4.1	-3.2	2.6	-166.6	5.1	11.0	-4.5	13.2
Cc1cccc(NC(=O)CSC(N)=O)c1C	0.9	nt	-9.9	-3.8	7.1	9.5	-16.9	-8.6	1.1
Cc1cccc(NC(=O)C2(c3ccccc3)CC2(Cl)Cl)c1 (stereo not drawn)	0.5	nt	7.7	2.9	52.3*	-5.1	12.6	-11.8	1.2
Cc1onc(-c2ccccc2)c1C(=O)N1CCOCC1	1	-6.7	-0.2	5.7	-1.3	-2.6	-13.4	-6.1	9.5

Continuation.
SMILES	CYP2C9 act	Calb biofilm kill	PTPN22 act	EphB4 antag	CYP2C9 inh	LYP inh 2	PLK1 PBD inh	PLK1 inh	Rev-RRE block
Cn1c(=O)c2c(nc(CN3CCC(C(N)=O)CC3)n2CCCc2ccccc2)n(C)c1=O	0.3	4.2	7.5	5.2	70.7*	-10.2	-24.3	-9.0	3.6
CCOc1ccc(S(=O)(=O)Nc2nc3ccccc3nc2N2CCN(C)CC2)cc1	0.4	6.6	12.0	-5.9	56.3*	-14.3	-25.7	-5.1	-1.1
O=C(Nc1ccn(C2CC(OC(=O)c3ccccc3)C(CO)O2)c(=O)n1)c1ccccc1 (stereo not drawn)	1	nt	6.6	6.2	1.8	-7.7	-11.6	-7.4	9.9
O=C(Nc1ccccc1N1CCCCC1)c1ccccc1F	1.2	4.4	-3.0	-7.9	-19.6	0.0	8.4	-7.7	20.2
CCOC(=O)N1CCN(C(=O)CS(=O)Cc2nc(-c3cccc(C)c3)oc2C)CC1 (stereo not drawn)	0.5	-9.9	nt	0.9	46.9	nt	-10.6	74.7*	3.1
CCOC(=O)c1cc(-c2ccc3c(c2)OCCO3)nc2c1c(C)nn2CCC#N	0.6	8.4	10.0	-8.1	41.9	-10.8	-22.0	-4.4	1.7
O=C(COC(=O)Cc1ccc(Br)cc1)NC12CC3CC(CC(C3)C1)C2	0.9	nt	-3.0	-0.2	8.6	1.6	-5.9	-7.2	9.8
O=C(c1ccc(S(=O)(=O)Nc2ccccc2)cc1)N1CCOCC1	0.9	nt	-1.2	6.4	7.9	0.3	3.9	-4.2	9.9
O=C(CCS(=O)(=O)Cc1ccccc1)Nc1nc2c(s1)CCCC2	0.8	-4.8	-11.1	-10.6	20.1	8.5	16.9	-8.6	12.7
O=C(O)c1cc2ccc3ccccc3c2[nH]1	1	-5.0	0.7	-0.5	2.5	-0.1	-8.3	-0.5	13.6
CCC(=O)Nc1ccc(-c2nn3c(C)nnc3s2)cc1	nt	9.0	4.7	-6.8	nt	-5.1	4.5	-1.5	1.3
Cc1cccc(NC(=O)c2ccc(OCC(=O)NCc3ccccc3)cc2)c1C	1.1	nt	6.0	0.0	-9.9	-2.3	-14.7	1.2	11.3
CCCSc1ncc(Cl)c(C(=O)Nc2ccc(S(=O)(=O)N3CC(C)OC(C)C3)cc2)n1 (stereo not drawn)	0.1	0.2	-5.9	6.2	86.3*	9.0	-8.1	4.2	4.3
Cn1cc(C(=O)c2ccc(Cl)cc2Cl)cc1C(=O)N/N=C(\N)COc1cccc(C(F)(F)F)c1	0.4	11.5	-3.8	-0.3	61.9*	4.4	-0.6	-12.7	7.3
CCCOc1ccccc1-c1nc(SCCC(=O)O)n[nH]1	1	1.4	9.8	-4.7	-1.3	-13.8	-11.4	-9.1	3.1
CN(C)S(=O)(=O)N1CCN(Cc2ccccc2)CC1	0.8	-1.8	2.0	1.0	24.9	-0.6	-15.0	-6.3	7.3
NC(=O)C1(N2CCCCC2)CCN(Cc2nc3ccccc3c(=O)[nH]2)CC1	1	3.7	5.8	-0.2	4.0	-10.8	6.1	-4.4	3.1
CCCCc1ccc(-c2ccc(Br)cc2O)nc1	0.7	-1.4	4.5	-15.4	26.0	-3.4	-1.4	2.2	2.3
Cc1ccc(S(=O)(=O)C(F)(F)F)cc1NC(=O)c1cccnc1	nt	4.1	-10.8	3.5	nt	6.8	-25.6	-0.5	2.6
CC(O)COc1ccc(/C(=N/O)c2ccccc2)cc1 (stereo not drawn)	0.9	nt	5.9	-3.1	9.3	-8.2	-4.8	-2.4	-3.0
CCSc1nnc(Nc2ccc(C)cc2)s1	0.9	2.4	4.7	2.1	12.6	-2.9	11.7	-7.4	3.3
CC(C)(C)SCCNC(=O)c1ccc(NS(C)(=O)=O)cc1	0.8	1.5	-0.2	-3.1	20.2	-4.0	9.9	-7.8	3.9
CCC(C)OC(=O)C1=C(C)NC(=O)NC1c1ccc(F)cc1 (stereo not drawn)	0.6	1.0	-6.4	-2.4	39.2	5.8	24.1	-6.3	-3.2
O=C(/C=C/c1ccccc1)CC(O)(c1ccccc1)C(F)(F)C(F)F (stereo not drawn)	0.6	-1.0	-6.0	1.7	43.0	5.9	19.6	-6.5	21.5
Cc1nc(N)sc1C(=O)Nc1ccccc1	0.9	3.9	7.7	-7.2	12.1	-5.9	4.7	-2.7	-0.4
O=C(O)c1ccc(COc2ccc(CO)cc2Cl)cc1	1	6.3	10.2	-4.1	-1.5	-10.0	4.8	-4.4	3.8
CC1CCCN(C(=O)CSc2nnc(-c3c[nH]c4ccccc34)o2)C1 (stereo not drawn)	1.3	2.7	-5.2	5.7	-31.4	4.3	-8.6	-13.5	3.7
COc1ccc(S(=O)(=O)Nc2cc(Sc3ncn[nH]3)c(O)c3ccccc23)cc1	0.1	nt	1.0	-4.1	93.9*	-0.3	-14.3	-7.4	-10.4
O=C(Nc1ccc(OC(F)(F)F)cc1)C1CCCN(S(=O)(=O)c2cccnc2)C1 (stereo not drawn)	0.8	nt	4.2	5.6	20.3	-7.4	1.3	-7.0	6.4
CCCC(=O)Nc1nc(C)c(-c2csc(Nc3cc(OC)ccc3OC)n2)s1	0.2	nt	-11.0	5.8	77.8*	14.5	-30.9	3.9	0.8
Clc1ccc(C(c2ccccc2)N2CCNCC2)cc1 (stereo not drawn)	1	2.0	-1.7	3.8	0.6	0.8	-9.4	-9.3	0.2
Cc1ccc(CN2C(=O)CCC2C(=O)NCCN(CC(C)C)CC(C)C)cc1 (stereo not drawn)	0.7	6.5	-9.0	-1.1	27.4	6.9	-10.7	-4.8	1.5
COc1cc(C2Nc3cc(Cl)c(S(N)(=O)=O)cc3S(=O)(=O)N2)ccc1OCc1ccccc1 (stereo not drawn)	0.3	nt	-8.7	-4.9	69.7*	7.5	-5.5	-12.2	0.2
COc1ccc(NC(=O)COc2ccccc2)c(OC)c1	0.2	4.7	-8.3	-0.7	83.5*	6.8	-0.7	10.6	7.2
O=C(N1CCN(CCO)CC1)N1c2ccccc2C=Cc2ccccc21	0.9	nt	1.9	3.9	8.7	-4.1	-19.4	-4.3	0.8
